Screening data (PubChem BioAssay)
ERp5 block – ERp5 (human) disulfide isomerase inhibition; ERp5 insulin aggregation, absorbance 650 nm, 90 min; inhibition, % at 9.99 µM; 0.05% of 350,000 active; AID 651711;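 active means mean replicate inhibition above about 25%, with every replicate also reaching it, limit read from the data, passing the limit was not always enough; inconclusive means only one of those two criteria met; inactive means neither criterion met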
SIRT5 block – inhibitors of human sirtuin-5 desuccinylase. Q9NXA8. Purified SirT5, succinyl-peptide AMC, trypsin-coupled fluorescence. inhibition, % at 15 µM. 1.1% of 330,000 active. AID 652115; in the data active means inhibition above about 15%; inconclusive means no clear call, values can overlap the other calls
Target sequence (Q9NXA8 whole entry, looked up): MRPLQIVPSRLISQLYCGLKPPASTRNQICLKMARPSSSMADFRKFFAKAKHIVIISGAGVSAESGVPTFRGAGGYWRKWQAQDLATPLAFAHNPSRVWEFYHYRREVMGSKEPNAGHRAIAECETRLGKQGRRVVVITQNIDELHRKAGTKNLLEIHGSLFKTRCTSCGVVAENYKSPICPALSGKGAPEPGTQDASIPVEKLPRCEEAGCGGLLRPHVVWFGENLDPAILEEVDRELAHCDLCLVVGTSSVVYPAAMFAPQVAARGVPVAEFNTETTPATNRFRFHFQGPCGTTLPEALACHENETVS
PglD inh – blocks C. jejuni PglD acetyltransferase activity. purified PglD enzyme, DTNB colorimetric CoA detection. inhibition, % at 12.5 µM. 0.098% of 360,000 active; in the data active means inhibition above about 16%, passing the limit was not always enough; inconclusive means no clear call, values can overlap the other calls; further: strong numbers were not always called active
S100A4 MyoIIA – inhibitors of human S100A4 binding to myosin IIA peptide. S100A4/TAMRA-MyoIIA peptide fluorescence polarization. inhibition, % at 10.7 µM. 0.14% of 360,000 active. AID 652163;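 active means mean inhibition of at least 70% across replicates, with every replicate also reaching that level; inconclusive means mean inhibition reaches 70% but some replicates fall short; inactive means mean inhibition below 70%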
Target sequence (P26447 whole entry, looked up): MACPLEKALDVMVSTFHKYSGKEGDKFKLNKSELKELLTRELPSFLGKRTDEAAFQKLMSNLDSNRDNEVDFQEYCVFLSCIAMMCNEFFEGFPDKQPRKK
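assay system = human S100A4 monomer with TAMRA-labelled myosin IIA peptide | also added = labelled myosin peptide probe, 5 nM | incubation = 5 min between mix addition and reading | control set = DMSO and TFP controls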
DENV2 CPE – protects cells from dengue virus 2 cytopathic effect; 1.7% of 350,000 active; AID 651640; CPE inhibition, % at 9.99 µM; DENV2-infected cells, cytopathic effect rescue, plate reader; in the data active means CPE inhibition above about 20%, passing the limit was not always enough; inconclusive means no clear call, values can overlap the other calls; tested in BHK-21 cells;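 further: 0% = median of neutral control wells and 100% = median of positive control wells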
E-sel inducer – induces E-selectin expression in human endothelial cells | P16581 | HUVEC E-selectin immunofluorescence imaging; normalized: neutral wells 0, TNF-alpha wells 100 | activation, % at 7.58 µM | 0.37% of 260,000 active;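 active means mean E-selectin-positive cell signal at least 10% of the positive control, reached in at least 60% of replicates, without over 20% cell loss; inconclusive means no rule given, readout overlaps actives, possibly toxicity-flagged; inactive means the rest, including those meeting only one limit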;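 further: in these data hits start at about 27%; measured in HUVEC primary endothelial cells; signal is the percent of cells scored E-selectin positive by PE staining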
Target sequence (P16581 whole entry, looked up): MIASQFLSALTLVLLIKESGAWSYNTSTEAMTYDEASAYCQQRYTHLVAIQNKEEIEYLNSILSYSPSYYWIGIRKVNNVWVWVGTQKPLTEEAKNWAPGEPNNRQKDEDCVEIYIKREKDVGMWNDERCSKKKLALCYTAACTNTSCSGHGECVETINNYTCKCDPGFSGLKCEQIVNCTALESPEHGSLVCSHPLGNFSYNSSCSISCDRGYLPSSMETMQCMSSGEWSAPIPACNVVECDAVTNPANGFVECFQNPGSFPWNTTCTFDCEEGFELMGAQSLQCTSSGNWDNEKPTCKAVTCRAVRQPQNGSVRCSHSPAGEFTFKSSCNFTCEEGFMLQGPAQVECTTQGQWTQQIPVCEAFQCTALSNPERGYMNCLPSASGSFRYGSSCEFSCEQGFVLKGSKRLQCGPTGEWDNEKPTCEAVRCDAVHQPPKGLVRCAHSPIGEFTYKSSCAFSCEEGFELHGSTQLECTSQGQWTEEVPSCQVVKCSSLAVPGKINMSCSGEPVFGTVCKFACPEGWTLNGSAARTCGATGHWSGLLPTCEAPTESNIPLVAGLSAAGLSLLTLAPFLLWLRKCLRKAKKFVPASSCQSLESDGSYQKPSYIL
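Test system: HUVEC; input: 3,000 HUVEC/well; measured by: immunofluorescence imaging; read-out: % PE-positive cells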
Statin myotox sup – protects C2C12 myotubes from simvastatin toxicity; 0.78% of 330,000 active; rescue of ATP level, % at 7.49 µM; ATP luminescence, 48 h; scaled: DMSO 0, geranylgeraniol control 100; AID 602340;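 active means mean ATP rescue above about 67%, or every replicate alone reaching that limit, limit read from the data, passing the limit was not always enough; inconclusive means no clear call, values can overlap the other calls; inactive means mean under the limit and some replicate under it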;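 further: myotubes were challenged with 10 µM simvastatin during compound exposure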
* = called active by the depositor; ? = inconclusive; / = no result given.

smiles | ERp5 block | SIRT5 block | PglD inh | S100A4 MyoIIA | DENV2 CPE | E-sel inducer | Statin myotox sup
Cc1ccc(OCC(=O)Nc2ccncc2)c(C)c1 | 1 | -1 | 1 | -4 | -3 | 0.0 | -5
O=C(NCc1ccco1)C1CCN(C(=O)c2ccc(Cl)cc2)CC1 | -6 | 0 | 4 | 2 | 3 | / | 7
CC(C)Oc1ccc(S(=O)(=O)N2CCOCC2)cc1NC(=O)Cc1cccs1 | 16 | 2 | / | 0 | -3 | -1.8 | /
O=C(Nc1nc2ccccc2[nH]1)C1CCC1 | -2 | -2 | 1 | -1 | -2 | -0.1 | 3
Cc1ccc(S(=O)(=O)NCC[C@H]2CC[C@H](NC(=O)C3CCOCC3)[C@@H](CO)O2)cc1 | 3 | 0 | -1 | 4 | 6 | -0.3 | 0
CCC1(C)Cc2sc3c(=O)[nH]c(=S)[nH]c3c2CO1 (configuration not stated) | -3 | -2 | / | -16 | / | / | 13
Cc1cc2c(cc1C)-n1nnnc1C(N1CCN(CC(=O)NC(C)C)CC1)C(=O)N2 (configuration not stated) | -4 | 1 | / | -2 | -6 | -0.2 | /
Cc1[nH]c2ccccc2c1C(C#N)(C#N)C1C(=O)c2ccccc2C1=O | -6 | 0 | -7 | 2 | 3 | / | /
COc1ccccc1N1CCN(S(=O)(=O)CCNC(=O)COc2ccccc2)CC1 | 6 | / | 1 | -3 | 13 | -0.1 | -14
COCCNC(=O)C[C@H]1CC[C@H]2[C@@H](COc3ccc(NC(=O)COC)cc3C(=O)N2C)O1 | -9 | -2 | -1 | 5 | ? | -0.1 | -10
CC(=O)c1cccc(NC(=S)NC(=O)c2ccccc2C)c1 | 0 | / | / | 0 | -8 | -1.4 | /
C[C@@H]1CN([C@@H](C)CO)C(=O)c2cccc(NC(=O)C3CCCCC3)c2O[C@H]1CN(C)S(=O)(=O)c1ccccc1 | -2 | 0 | 15 | -5 | 1 | 0.7 | 5

3 of the entries above in order of the PglD inh value, rising:
canonical_smiles	PglD inh
COCCNC(=O)C[C@H]1CC[C@H]2[C@@H](COc3ccc(NC(=O)COC)cc3C(=O)N2C)O1	-1
COc1ccccc1N1CCN(S(=O)(=O)CCNC(=O)COc2ccccc2)CC1	1
C[C@@H]1CN([C@@H](C)CO)C(=O)c2cccc(NC(=O)C3CCCCC3)c2O[C@H]1CN(C)S(=O)(=O)c1ccccc1	15

Continuation:
smiles | ERp5 block | SIRT5 block | PglD inh | S100A4 MyoIIA | DENV2 CPE | E-sel inducer | Statin myotox sup
C[C@H](CO)N1C[C@H](C)[C@H](CN(C)CC2CCCCC2)Oc2c(NC(=O)Nc3cccc4ccccc34)cccc2C1=O | -4 | 1 | -1 | 6 | -11 | -0.2 | 8
O=C(O)c1cccc(Nc2nc3ccccc3nc2NS(=O)(=O)c2ccc(F)cc2)c1 | 0 | 0 | 3 | 0 | ? | / | -1
CC(C)(C)CN1CCNC(=O)C1CC(=O)NC1Cc2ccccc2C1 (configuration not stated) | 3 | -2 | / | 6 | 2 | / | /
Nc1cccc2c1C(=O)N(CC(=O)NC13CC4CC(CC(C4)C1)C3)C2=O | 1 | -1 | / | 1 | -7 | / | /
O=C(CN1C(=O)NC2(CCCC2)C1=O)Nc1cc(Cl)ccc1N1CCCC1 | -6 | 0 | -7 | -3 | 0 | -0.1 | -3
CN(Cc1cc(=O)n2ccsc2n1)C1CCCCC1 | 8 | 1 | / | -1 | 0 | / | /
CCOc1nc(C)ccc1-c1noc(-c2ccco2)n1 | 1 | 0 | 5 | -2 | 6 | / | 23
CC(C)Cn1cc(Cl)c(=O)n(CC(C)C)c1=O | -1 | 4 | / | -5 | -1 | / | /
CS(=O)(=O)N1[C@H](C#N)[C@@H](c2ccccc2)[C@H]1CO | -11 | 0 | 0 | 6 | 1 | -0.3 | -18
Cc1cc(/C=C2\C(=N)N3N=CSC3=NC2=O)c(C)n1Cc1ccccc1 | 2 | 5 | -11 | -6 | 0 | -0.8 | 17
O=C(N[C@@H]1CC[C@H](CCNS(=O)(=O)c2ccccc2)O[C@@H]1CO)c1cccnc1 | -3 | -3 | 2 | -2 | -8 | -1.2 | -10
C[C@@H]1CN([C@H](C)CO)C(=O)Cc2cc(NC(=O)C3CCCCC3)ccc2O[C@H]1CN(C)C(=O)NC1CCCCC1 | -4 | -4 | -1 | 8 | 3 | -3.8 | 5
O=C(O)c1ccc(COc2ccc(/C=N/NC(=O)c3cccs3)cc2)cc1 | -3 | -5 | -3 | 0 | -6 | / | /
CC1CCCCN1C(=O)c1ccc(NC(=O)c2ccccc2Cl)cc1 (configuration not stated) | 4 | 0 | -4 | -25 | 5 | 0.7 | -13
CC(C)NC(=O)NC(=O)COC(=O)c1cccc(OC(F)F)c1 | -1 | -3 | / | 2 | -4 | / | /
O=C(C[C@H]1C[C@H]2c3cc(NC(=O)NC4CCCCC4)ccc3O[C@H]2[C@H](CO)O1)NCC1CC1 | 0 | 1 | -1 | -11 | -2 | 1.0 | -10
Cc1ccc(C)c(S(=O)(=O)Nc2ccc(C(=O)NCCCN(C)C)cc2)c1 | -3 | -5 | -3 | -9 | 14 | / | 29
CC(C)CC(COCc1ccc(Cl)cc1)N1CCN(C(=O)c2ccc(C(F)(F)F)cc2)CCC1=O (configuration not stated) | -1 | / | -2 | -3 | 50* | / | 2
O=C(CN(Cc1ccc(Cl)cc1)C(=O)CNS(=O)(=O)c1ccccc1)NCC1CCCO1 (configuration not stated) | -6 | -1 | 5 | -7 | -3 | / | 4
CC(NCC1(N2CCOCC2)CCCCC1)C(=O)Nc1ccc(Cl)cc1Cl (configuration not stated) | 6 | 0 | / | 3 | 4 | / | /
CCCCN(C=O)c1c(CC)nc2ccc(C(=O)NCCCn3ccnc3)cn12 | 10 | -1 | -3 | 2 | 2 | 0.5 | -32
CCOC(=O)C[C@@H]1OC[C@H](C(C)C)N1S(=O)(=O)c1ccc(C)cc1 | -3 | 0 | / | 35 | -18 | 0.0 | /
CCN(Cc1ccncc1)Cc1nc(Cc2ccccc2Cl)no1 | -5 | -3 | -1 | -2 | ? | 3.5 | 0
CCCC(=O)Nc1ccc2c(c1)OC[C@H](C)N(Cc1cncnc1)C[C@@H](C)[C@@H](OC)CN(C)C2=O | 12 | 0 | -2 | 15 | 18 | -0.1 | 8

As entered above.
O=C(C[C@H]1C[C@H]2c3cc(NC(=O)NC4CCCCC4)ccc3O[C@H]2[C@H](CO)O1)NCC1CC1 @ E-sel inducer = 1.0
CC(C)NC(=O)NC(=O)COC(=O)c1cccc(OC(F)F)c1 @ DENV2 CPE = -4

Continuation:
smiles | ERp5 block | SIRT5 block | PglD inh | S100A4 MyoIIA | DENV2 CPE | E-sel inducer | Statin myotox sup
Cc1ccc(S(=O)(=O)N2CCN(C(=O)c3cc(S(=O)(=O)N4CCOCC4)ccc3Cl)CC2)c(C)c1 | 1 | 2 | -1 | 5 | 1 | -1.4 | -4
COCCSc1ccccc1C(=O)Nc1ccc(Cl)cc1 | 3 | 1 | / | 3 | / | / | /
C[C@H](CO)N1C[C@H](C)[C@H](CN(C)C(=O)C2CCCCC2)OCCCC[C@H](C)Oc2ccc(NC(=O)Nc3ccc(C(F)(F)F)cc3)cc2C1=O | 0 | 2 | 0 | 1 | -6 | -0.1 | /
OC(c1ccccc1)c1nc(-c2cccc(C(F)(F)F)c2)cs1 (configuration not stated) | 0 | / | 6 | 1 | -5 | 0.5 | -3
CC(=O)Nc1ccc(NC(=O)c2c(-c3ccccc3Cl)noc2C)c(C)c1 | 9 | -2 | -4 | -1 | -3 | -0.2 | /
O=C(C[C@@H]1CC[C@H]2[C@@H](COC[C@@H](O)CN2C(=O)Nc2ccc(C(F)(F)F)cc2)O1)NCC1CCCCC1 | -3 | 2 | -1 | 0 | -3 | 0.3 | -43
O=C(C1CCC1)N1CC2(C1)[C@H](c1ccccc1)[C@@H](CO)N2Cc1nccs1 | 0 | -1 | / | 8 | 10 | -0.1 | /
Cc1cc2oc(=O)cc(-c3ccccc3)c2c(C)c1-c1ccc(F)c(Cl)c1 | 2 | -1 | 9 | -6 | 2 | 3.6 | -2
O=C(CSc1oc(-c2ccccc2)nc1S(=O)(=O)c1ccccc1)NCC1CCCO1 (configuration not stated) | -1 | -3 | 5 | 3 | 3 | -0.5 | 1
CN1C(=O)c2cc(NC(=O)C3CCC3)ccc2OC[C@@H]2O[C@H](CC(=O)NCCc3ccncc3)CC[C@H]21 | -2 | 2 | / | -1 | 1 | 0.0 | /
O=C(c1csc2c1CCCCC2)N1CCN(c2ncccn2)CC1 | -2 | 0 | -1 | -6 | -2 | / | -57
C=CCNC(=O)CC(=O)N/N=C/c1cccc(C)c1 | 3 | -4 | / | -1 | / | -1.5 | /
COc1ccc(C#Cc2ccc([C@@H]3[C@@H](CO)N4CCCCN(C)C[C@H]34)cc2)cc1 | 2 | 6 | -3 | 8 | -23 | 0.4 | 3
COc1ccnc(Oc2ccccc2)n1 | -12 | 0 | -5 | 5 | ? | -0.5 | 2
Cn1cnc(S(=O)(=O)N2C[C@H](O)COC[C@@H]3O[C@@H](CC(=O)N4CCN(c5ccccc5)CC4)CC[C@H]32)c1 | -13 | -4 | -1 | -6 | -5 | 0.0 | 10
CCOc1ccc(S(=O)(=O)N(CC)CC(=O)NCc2ccncc2)cc1 | 4 | -7 | 0 | 10 | 12 | / | 10
CCCCc1ccc(NC(=O)CSC2=NN3CCCC(=O)N=C3S2)cc1 | 0 | -4 | 0 | 0 | -1 | 0.1 | -11
CC(=O)Nc1ccc(S(=O)(=O)N(C)CC(=O)Nc2ccc(F)c(F)c2F)cc1 | -9 | -1 | / | 2 | 0 | 0.0 | 4
COc1ccc(S(=O)(=O)N(C)C[C@@H]2OCCCC[C@@H](C)Oc3ccc(NC(=O)Nc4ccc(C(F)(F)F)cc4)cc3C(=O)N([C@@H](C)CO)C[C@H]2C)cc1 | 15 | 0 | -8 | -6 | -9 | 0.2 | -11
O=C(C[C@H]1CC[C@H](NC(=O)CC2CC2)[C@H](CO)O1)NCc1ccc(-c2ccccc2)cc1 | 2 | 3 | -5 | 12 | 2 | -0.4 | 8
CC(C)(O)C#Cc1ccc(CN2CCN(CCc3ccccc3)C(CCO)C2)s1 (configuration not stated) | -3 | 3 | / | 10 | 3 | 0.3 | /
CCN(CC)S(=O)(=O)c1ccc(NC(=O)COC(=O)c2cc(S(=O)(=O)Nc3ccc(OC)cc3)ccc2O)cc1 | 4 | 3 | / | 1 | -5 | 4.8 | /
COC(=O)Cn1c(=O)c(C)nc2ccccc21 | 3 | 2 | 0 | -2 | 1 | 1.6 | /
O=C(O)/C=C/c1cccc2c1OCCO2 | 4 | -3 | -2 | 2 | -12 | -0.2 | 26
CN(C)c1nc(NCc2ccccc2)nc(SCC(N)=O)n1 | 3 | 0 | 1 | -6 | 1 | / | -13
COc1ccc(CN(C)C[C@H]2OCCCC[C@@H](C)Oc3ccc(NC(=O)Nc4ccc(F)cc4)cc3C(=O)N([C@@H](C)CO)C[C@@H]2C)cc1 | -3 | 100* | 15 | 8 | 9 | / | -519
COc1cc(/C=C/C(=O)OCC(=O)NCCCc2ccccc2)cc(OC)c1OC | 5 | 2 | 2 | -6 | 12 | 0.2 | -7
CN(CC(=O)Nc1cccc(F)c1)C(=O)c1ccc(N2C(=O)c3ccccc3C2=O)cc1 | 15 | 0 | -3 | -2 | -7 | / | 1
O=C(NN(C(=O)c1ccccc1)c1cccs1)c1ccccc1 | -6 | 1 | 4 | 1 | ? | -0.1 | 10
Cc1noc(C)c1NC(=O)N(C)C[C@H]1Oc2cc(C#CCC(C)C)ccc2S(=O)(=O)N([C@H](C)CO)C[C@H]1C | 9 | 3 | 4 | 1 | 8 | 0.2 | 46

The list is partial; rates above refer to the full screens.
